D1 potentiator: Potentiators of Human D1 Dopamine Receptor: qHTS | AID 504651, 2011 | HEK293 TREx D1 cells, calcium flux, dopamine EC20 potentiation | potentiation, % at 10 µM | D(1A) dopamine receptor (Homo sapiens), P21728 | 360,000 tested, 0.036% active; in the data active = potentiation above about 30%; note: 0% is about no effect
D1 agonist: Allosteric Agonists of the Human D1 Dopamine Receptor: qHTS. AID 504660, 2011. 360,000 tested, 1% active. HEK293 T-REx D1 cells, calcium flux, agonist mode. activation, % at 2 µM. D(1A) dopamine receptor (Homo sapiens), P21728; note: 0% is about no effect
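Agonism was scored from calcium flux recorded over 180 s (1 read/s) after pintool compound addition, following a 10-cycle baseline. Cells were inducible force-coupled HEK293 TREx D1, plated overnight at 30 C and loaded with no-wash calcium dye.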
D2 ag: HTS Assay for Allosteric Agonists of the Human D2 Dopamine Receptor: Primary Screen for Agonists; D(2) dopamine receptor (Homo sapiens), P14416; activation, % at 2 µM; AID 485358, 2010; HEK293 T-REx D2 cells, calcium flux agonist mode; 340,000 tested, 0.53% active;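 active = activation over 3 SD above normal in the single-dose calcium agonist read, cut at about 30% in these data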; note: 0% is about no effect
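Calcium-flux readout, 1 cycle/sec over 180 s following compound pin transfer, in inducible HEK293 Trex D2 cells (force-coupled); dopamine controls included. Positive calcium responses during this window marked compounds as potential agonists.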
D2 antagonist: HTS Assay for Allosteric Antagonists of the Human D2 Dopamine Receptor: Primary Screen for Antagonists | D(2) dopamine receptor (Homo sapiens), P14416 | HEK293 TREx D2 cells, calcium flux, dopamine EC80 | inhibition, % at 10 µM | 340,000 tested, 2% active; in the data active = inhibition above about 30%; note: 0% is about no effect
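Dopamine at EC80 is the agonist stimulus; test compounds precede it by 180 s. Calcium flux read kinetically in a force-coupled, inducible HEK293 T-REx D2 cell line.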
TRHR enhancer: qHTS for Small Molecule Agonists and Allosteric Enhancers of Human TRH Receptor: Primary Screen for Enhancers. 360,000 tested, 0.66% active. TRHR cells, fluo-8 calcium fluorescence, EC20 TRH enhancement. AID 493056, 2011. Thyrotropin-releasing hormone receptor (Homo sapiens), P34981. enhancement, % at 2 µM; in the data active = enhancement above about 30%; note: 0% is about no effect
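Enhancer read-out: after compound pinning and an initial kinetic agonist-mode read, an EC20 of TRH (10 nM final) was injected and fluo-8 calcium signal (Ex 480/Em 530) followed at 1 s/cycle for 100 cycles in TRHR-expressing cells.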
D1 antagonist: Antagonist of Human D 1 Dopamine Receptor: qHTS. activity change, negative = inhibition, % at 10 µM. D(1A) dopamine receptor (Homo sapiens), P21728. AID 504652, 2011. 360,000 tested, 3.2% active. HEK293 TREx D1 cells, calcium flux, dopamine EC80; hits give low values; in the data active = activity change below about -30%; note: % is set by controls: 0 for no effect and ±100 for the full control effect
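Calcium flux readout: force-coupled, inducible Hek293 Trex D1 line, cells induced overnight at 30 C with tetracycline, dye-loaded 30–90 min at RT. Antagonism scored against EC80 dopamine challenge given 180 s after compound.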
TRHR ag: qHTS for Small Molecule Agonists and Allosteric Enhancers of Human TRH Receptor: Primary Screen for Agonists; TRHR cells, calcium flux fluo-8, FDSS agonist mode; Thyrotropin-releasing hormone receptor (Homo sapiens), P34981; 360,000 tested, 0.18% active; activation, % at 2 µM; note: 0% is about no effect
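TRHR-expressing cells, plated overnight in medium with 10% serum, were loaded with fluo-8 calcium dye at room temperature. After a 10 s baseline, library compound was pin-added and calcium release was recorded kinetically (ex 480/em 530) as agonist response.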
RXFP1 antagonist: qHTS Assay for Antagonists of the Relaxin Receptor RXFP1; 350,000 tested, 0.59% active; Relaxin receptor 1 (Homo sapiens), Q9HBX9; AID 1259400, 2018; HEK293-RXFP1, relaxin-stimulated cAMP HTRF, 30 min; hits give low values; activity change, negative = inhibition, % at 57.5 µM;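 active = activity change of -60% or lower, but not beyond a set lower limit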; note: % is set by controls: 0 for no effect and ±100 for the full control effect
Target sequence (Q9HBX9 whole entry, looked up): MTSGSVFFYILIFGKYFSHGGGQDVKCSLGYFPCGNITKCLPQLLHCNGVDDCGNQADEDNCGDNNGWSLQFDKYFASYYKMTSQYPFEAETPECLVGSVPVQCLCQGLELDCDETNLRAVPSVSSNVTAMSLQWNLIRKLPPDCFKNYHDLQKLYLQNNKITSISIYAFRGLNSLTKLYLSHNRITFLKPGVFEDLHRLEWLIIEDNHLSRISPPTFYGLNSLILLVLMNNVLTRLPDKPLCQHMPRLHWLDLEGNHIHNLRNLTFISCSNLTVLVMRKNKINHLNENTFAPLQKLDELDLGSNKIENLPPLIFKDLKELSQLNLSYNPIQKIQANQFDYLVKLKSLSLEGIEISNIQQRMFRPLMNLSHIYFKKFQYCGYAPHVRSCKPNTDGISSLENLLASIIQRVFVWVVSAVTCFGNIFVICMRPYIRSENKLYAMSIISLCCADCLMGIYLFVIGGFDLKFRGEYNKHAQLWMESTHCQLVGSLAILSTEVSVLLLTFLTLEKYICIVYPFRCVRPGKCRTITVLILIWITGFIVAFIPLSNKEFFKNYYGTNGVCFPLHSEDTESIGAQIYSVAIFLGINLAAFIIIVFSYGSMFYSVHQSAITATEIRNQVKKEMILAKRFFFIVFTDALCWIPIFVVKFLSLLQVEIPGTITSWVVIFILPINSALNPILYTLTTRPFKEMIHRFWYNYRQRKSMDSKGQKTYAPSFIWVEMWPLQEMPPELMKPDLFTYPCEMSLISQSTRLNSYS
D2 potentiator: HTS Assay for Positive Allosteric Modulators of the Human D2 Dopamine Receptor: Primary Screen for Potentiators. potentiation, % at 10 µM. D(2) dopamine receptor (Homo sapiens), P14416. HEK293 T-REx D2, calcium flux, EC20 dopamine potentiation. 340,000 tested, 0.34% active;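 active = potentiation over 3 SD above the plate norm, cut at about 30% in these data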; note: 0% is about no effect
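Cells plated with tetracycline inducer and held overnight at 30 C; calcium dye loaded 30–90 min at room temperature; baseline taken, compound added and read 180 s; EC20 dopamine then added and read 180 s.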
Active calls of the source: *; / = not tested or not shown; & = joins results of further samples. Cut-off read from the data, not from the text of the source, unless noted: active = activation above about 30%; inactive = the rest. Compounds as they come; any-hit rate near 7.3%.

Compound	D2 ag	TRHR ag	D1 potentiator	D2 antagonist	TRHR enhancer	D1 agonist	RXFP1 antagonist	D1 antagonist	D2 potentiator
CC(=O)C(C)n1c(CN(C)Cc2ccccc2)nc2c1c(=O)n(C)c(=O)n2C (configuration not stated)	1.4	0.0	4	8	-4	0	-6	9	-4
OCCN1CCN(C(=S)Nc2ccc(Oc3ccccc3)cc2)CC1	-0.3	0.1	-4	9	-5	3	-2	-14	16
COc1ccccc1NC(=O)C(C)OC(=O)CCCc1c[nH]c2ccccc12 (configuration not stated)	-0.7	0.3	3	-19	2	2	-4	1	2
COc1ccc(NC(C)=O)cc1NC(C)C(=O)Nc1ccccc1F (configuration not stated)	/	-0.5	-4	/	7	3	0	-5	/
COc1ccc(CCNC(=O)CNCC2CCCO2)cc1OC (configuration not stated)	0.0	-0.4	-1	0	1	3	37	6	16
Cc1ccc2c(COC(=O)c3ccccc3Br)cc(=O)oc2c1	0.3	0.5	0	-13	13	2	-10	9	5
COc1cc(OC)c(C(=O)OC(C)C(=O)Nc2cccc(C(F)(F)F)c2)cc1OC (configuration not stated)	-0.7	0.1	-4	4	6	3	-19	-5	2
CCCCNC(=O)CCCn1c(=O)c2ccccc2n(Cc2c(C)cc(C)cc2C)c1=O	0.1	-1.2	0	/	4	-1	/	3	-7
O=C(c1cnn(-c2ccc(F)cc2)c1-n1cccc1)N1CCN(c2cccc(Cl)c2)CC1	-0.9	-0.7	-2	/	-4	0	/	-3	-2
COc1cc(C(=O)NC2CC3CCCC(C2)N3Cc2ccccc2)cc(OC)c1OC (configuration not stated)	-0.8	0.5	-5	84*	6	4	-11	0	-32
Cc1onc(-c2ccccc2)c1C(=O)N/N=C(\N)COc1ccc(Cl)cc1	0.9	-0.4	1	5	-6	2	39	3	0
COc1ccc(CC(=O)N/N=C/c2cc([N+](=O)[O-])cc(Br)c2O)cc1	0.1	-1.3	-3	11	-1	0	13	2	-7
CCOC(=O)[C@H]1[C@H]2COc3cc(OC)ccc3[C@@H]2N2C(=O)c3cc(F)ccc3NC(=O)[C@@]12C	0.8	0.1	-8	1	8	0	/	11	0
CC(=O)Nc1ccc(S(=O)(=O)Nc2ccccc2N2CCOCC2)cc1	-0.5	0.4	1	-38	34*	3	-6	-22	-9
COc1ccc(/C(=N\O)c2nccc3cc(OC)c(OC)cc23)cc1OC	0.3	0.2	-17	7	7	7	6	-3	10
Nc1c(C(=O)c2ccccc2)sc2c1c(=O)[nH]c(=O)n2-c1ccccc1	5.3	-0.8	2	7	-1	0	/	27	4
O=C(Cc1ccccc1)N1CCN(c2ccccc2F)CC1	9.1	-0.6	17	-11	48*	1	-7	-18	-5
COc1ccc(N2CCN(c3nc4c(c(=O)n(C)c(=O)n4C)n3CCCc3ccccc3)CC2)cc1	0.6	0.3	5	-7	4	2	-26	25	-2
C=Cc1ccc(Cn2nc(-c3ccc(C)cc3)ccc2=O)cc1	0.9&0.3	1.0&0.0	4&0	-27	-4&6	13&6	-6&-26	-4&-23	-2&2
CCOC(=O)c1cc(-c2ccc(Cl)cc2)nc2c1c(=O)[nH]c(=O)n2CCOC	-0.6	-1.2	-3	-4	-1	0	7	-13	12

An excerpt from above in order of SMILES length, ascending.
Compound	D2 ag	TRHR ag	D1 potentiator	D2 antagonist	TRHR enhancer	D1 agonist	RXFP1 antagonist	D1 antagonist	D2 potentiator
Cc1ccc2c(COC(=O)c3ccccc3Br)cc(=O)oc2c1	0.3	0.5	0	-13	13	2	-10	9	5
COc1cc(OC)c(C(=O)OC(C)C(=O)Nc2cccc(C(F)(F)F)c2)cc1OC (configuration not stated)	-0.7	0.1	-4	4	6	3	-19	-5	2
CCOC(=O)[C@H]1[C@H]2COc3cc(OC)ccc3[C@@H]2N2C(=O)c3cc(F)ccc3NC(=O)[C@@]12C	0.8	0.1	-8	1	8	0	/	11	0

D2 antagonist: entries above that show a hit
| SMILES | TRHR ag | D1 potentiator | D2 antagonist | TRHR enhancer | D1 agonist | RXFP1 antagonist | D1 antagonist | D2 potentiator |
| --- | --- | --- | --- | --- | --- | --- | --- | --- |
| COc1cc(C(=O)NC2CC3CCCC(C2)N3Cc2ccccc2)cc(OC)c1OC (configuration not stated) | 0.5 | -5 | 84* | 6 | 4 | -11 | 0 | -32 |

The results go on.
Compound	D2 ag	TRHR ag	D1 potentiator	D2 antagonist	TRHR enhancer	D1 agonist	RXFP1 antagonist	D1 antagonist	D2 potentiator
CC1(C)Oc2ccc(/C=C/C(=O)N3CCOCC3)c(O)c2C(N2CCOCC2)C1O (configuration not stated)	0.7	0.9	-7	-9	5	2	/	-8	3
Cc1nnc(NC(=O)CSc2nnc3c(n2)[nH]c2ccc(Br)cc23)s1	2.0	1.2	/	2	-6	12	3	-1	-1
OC(COC(c1ccccc1)c1ccccc1)CN1CCOCC1 (configuration not stated)	1.3	0.2	-4	-15	2	3	0	-11	-7
COc1ccc2nc(NC(=O)c3cc(=O)c4ccccc4o3)sc2c1	0.6	0.3	4	/	40*	1	-4	8	-5
Cc1ccc(N(CC(O)CN2CCCC2)S(=O)(=O)c2ccc(C)cc2)cc1 (configuration not stated)	/	-0.8	-6	/	2	2	-7	23	/
CCOC(=O)c1cnc2c([N+](=O)[O-])cnn2c1C	-1.1	-3.1	8	3	5	1	-5	11	3
Cc1sc(Nc2ccc([N+](=O)[O-])cc2)nc1-c1c(C)n(C)n(-c2ccccc2)c1=O	0.0	-0.3	-3	9	2	1	3	19	6
Cc1ccccc1CNC(=O)C(=O)NCCC1CCCCN1S(=O)(=O)c1ccccc1 (configuration not stated)	0.0	0.4	-4	12	-6	5	3	-3	-2
O=C(c1c(F)cccc1F)N(Cc1ccccn1)C1CC1	-0.5	-0.5	-8	0	-9	2	4	-6	5
Oc1ccc(COc2cccc3ccccc23)c2cccnc12	/	0.8	4	/	-2	2	/	25	/
NNC(=O)c1cc(C23CC4CC(CC(C4)C2)C3)[nH]n1	0.6	0.7	-2	-3	6	2	-9	5	1
COc1ccc([C@H]2CC(=O)C=C(c3ccc(SC)cc3)C2)cc1	0.6	0.3	-3	4	-1	14	/	-16	-10
O=C(Nc1ccc(Oc2ccc(Cl)cc2)cc1)c1ncn[nH]1	0.5	-0.4	-6	-7	0	6	-4	-16	-3
Cc1ccc(CN(C)C(=O)c2ccc(NS(=O)(=O)c3ccc4[nH]c(=O)[nH]c4c3)cc2)cc1	-0.4	1.0	0	-16	0	2	5	-5	-3
Clc1ccc(-c2nnc(SCc3nc4ccccc4[nH]3)o2)c(Cl)c1	0.0	-0.5	-4	-10	0	2	-16	-16	19
C=CCC(CC)C(=O)NC(=O)N1CCCc2ccccc21 (configuration not stated)	-0.9	-0.4	-1	-7	42*	3	-2	-7	3
NC(=NC(=O)c1cccc(C(F)(F)F)c1)c1ccc(C(F)(F)F)cn1	0.3	0.8	-1	-8	6	11	-3	-8	-9
Nc1nnnn1/N=C/C(Br)=C/c1ccccc1	-0.5	-0.3	-4	7	2	2	-6	-6	9
CCOc1ccc(CNC(=O)c2sc3nc(C)cc(C)c3c2-n2cccc2)cc1	/	-1.0	-3	/	17	-1	-19	-18	11
Cc1ccc(-n2c(SCC(=O)NCc3ccco3)nnc2-c2cccnc2)c(C)c1	-0.6	-0.5	-5	8	-1	6	0	-12	-2

Compound	D2 ag	TRHR ag	D1 potentiator	D2 antagonist	TRHR enhancer	D1 agonist	RXFP1 antagonist	D1 antagonist	D2 potentiator
CC(=O)c1ccc(Nc2nc(-c3cccnc3)cs2)cc1	0.2	0.4	-5	-14	8	1	6	-7	3
COc1cc(Br)cc(C2C3=C(CCCC3=O)N(c3ccc(F)cc3)C3=C2C(=O)CCC3)c1O	-0.3	0.5	-5	-2	-2	4	-6	-14	-1
O=C(NNC1=NCCCCC1)Nc1ccc(Cl)cc1	0.1	0.0	-1	7	-5	-1	-8	-12	-3
CCS(=O)(=O)c1ncc(Cl)c(C(=O)Nc2c(C(=O)Nc3cccc(C)c3)oc3ccccc23)n1	-1.2	0.0	0	/	2	3	/	-8	4
O=C(NCc1ccccc1)c1ccccc1C(=O)c1ncc[nH]1	1.0	0.0	2	1	4	1	-6	4	-5
Cc1c(C(=O)N2CCCC2)c(S(=O)(=O)N2CCCCC2)c(C)n1C	0.6	1.6	-7	-8	0	4	23	9	11
COC(=O)c1cc(=O)n(CCc2ccccc2)c(=Nc2ccc(F)cc2)s1	1.0	1.6	4	-28	10	0	-4	-16	7
Cc1cnc(C(=O)OCC(=O)c2ccc(C)s2)cn1	-0.1	-0.3	-8	26	-4	1	5	-7	-10
Cc1nnsc1C(=O)Nc1cccc(Cl)c1C	-0.8	-0.3	0	1	9	2	-27	-9	4
CC1CCCCN1CCCNC(=O)C1CCN(c2nnc(-n3cccc3)s2)CC1 (configuration not stated)	0.1	-0.2	-3	-12	0	2	20	5	-1
Cc1ccc(NC(=O)CSc2ncccn2)cc1S(=O)(=O)N1CCCCC1	-0.3	0.2	-1	-22	4	9	7	-7	6
CCCN(CC(=O)Nc1ccc(F)c(F)c1F)C(=O)C1CC(=O)N(Cc2ccccc2)C1 (configuration not stated)	0.2	-0.6	-7	3	-6	1	3	-10	-4
O=C(NCc1cn2ccccc2n1)c1ccc(Br)o1	-1.6	-0.9	-6	-7	2	3	2	-3	17
O=C(OCc1cc(=O)n2c(n1)sc1ccccc12)c1ccc(O)cc1O	-0.4	-0.6	-1	-18	0	16	4	5	-7
CCOc1ccc(NC(=O)CN(C)S(=O)(=O)c2cnc[nH]2)cc1	0.0&-0.5	0.0&0.1	-3&-3	-8	-2&-2	0&0	7&-2	0&-9	-1&-3
Cc1ccc(CCNC(=O)CNS(=O)(=O)c2ccc3nc(C)sc3c2)cc1	-0.3	-0.7	-5	-2	-2	-1	5	3	9
CCc1ccc(NC2=NC(C(=O)c3ccccc3)CC(=O)N2)cc1 (configuration not stated)	1.9	0.0	-2	16	4	6	-1	6	-9
CN(CC(=O)NCc1ccco1)C(=O)C1CC(=O)N(c2ccc3c(c2)OCCO3)C1 (configuration not stated)	0.3	-0.3	-3	10	-6	2	5	-13	-11
Cc1cc(C(=O)OCC(=O)c2ccc(Br)s2)no1	-0.8	-0.1	-4	0	8	2	4	4	10
Cc1ccc(OCC(=O)N/N=C\c2ccc(C)o2)c([N+](=O)[O-])c1	0.5	-0.7	4	4	10	1	4	-1	/

From PubChem BioAssay
